# Bioassay records: PubChem, several laboratories
# ERa coact inh: ER-alpha (human) coactivator binding inhibition; P03372; TR-FRET ER-alpha LBD / SRC-1 peptide, estradiol-bound; inhibition, % at 25.6 µM; 1.7% of 86,000 active; AID 629; in the data active means inhibition above about 50%;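 further: 0% = receptor plus peptide control and 100% = peptide only without receptor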
# Rev-RRE block: disrupts HIV-1 Rev binding to RRE RNA. Rev peptide-RRE RNA binding, FRET. inhibition, % at 8 µM. 0.79% of 97,000 active;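 active means inhibition above the screen-wide mean plus 3 SD, cut at about 35% in these data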;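 further: 0% = median DMSO wells and 100% = median Neomycin B control wells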
# Target sequence (P05866 whole entry, looked up): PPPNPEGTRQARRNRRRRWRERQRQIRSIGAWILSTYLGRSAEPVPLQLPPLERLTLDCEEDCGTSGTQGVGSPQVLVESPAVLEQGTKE
#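 Assay system: Labelled RRE RNA duplex and labelled Rev peptide | Times: 5 min preincubation and 15 min binding, 25 °C | Detection: FRET, ex 480 nm, em 540 and 671 nm | Evaluation: % inhibition of FRET ratio versus controls | Benchmarks: DMSO wells as 0% and neomycin B wells as 100% inhibition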
# CD11b adhes inh: inhibitors of human CD11b/CD18 binding to fibrinogen; 0.54% of 93,000 active; inhibition, % at 10 µM; K562 CD11b/CD18 adhesion to fibrinogen, ATPlite luminescence; Mn2+ added to activate the integrin; P05107+P11215;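 active means primary inhibition of 50% or more at 10 µM, then 40% or more on retest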; further: some results filed as inactive read as strong as hits
# Target sequence (P05107 whole entry, looked up, other chains not shown): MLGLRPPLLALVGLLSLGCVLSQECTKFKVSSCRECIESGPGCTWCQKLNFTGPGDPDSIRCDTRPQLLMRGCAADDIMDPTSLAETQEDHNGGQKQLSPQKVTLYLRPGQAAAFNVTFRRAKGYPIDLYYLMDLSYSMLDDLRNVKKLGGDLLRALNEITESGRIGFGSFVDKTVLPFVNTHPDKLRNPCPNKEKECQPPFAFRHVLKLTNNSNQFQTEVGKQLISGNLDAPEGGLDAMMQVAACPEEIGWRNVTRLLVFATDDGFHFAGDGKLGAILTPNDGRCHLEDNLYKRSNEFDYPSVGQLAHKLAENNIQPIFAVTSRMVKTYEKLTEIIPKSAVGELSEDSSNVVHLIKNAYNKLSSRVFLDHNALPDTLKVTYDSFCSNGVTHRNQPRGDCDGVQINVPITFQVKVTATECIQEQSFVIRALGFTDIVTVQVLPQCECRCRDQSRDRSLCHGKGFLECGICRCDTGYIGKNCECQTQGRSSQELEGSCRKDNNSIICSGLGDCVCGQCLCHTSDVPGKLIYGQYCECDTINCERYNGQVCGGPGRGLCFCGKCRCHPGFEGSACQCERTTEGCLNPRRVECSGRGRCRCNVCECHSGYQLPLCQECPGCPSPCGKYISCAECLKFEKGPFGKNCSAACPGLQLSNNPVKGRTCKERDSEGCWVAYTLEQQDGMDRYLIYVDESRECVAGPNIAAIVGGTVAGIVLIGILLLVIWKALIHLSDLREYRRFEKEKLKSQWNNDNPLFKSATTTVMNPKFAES
# PLK1 inh: blocks human PLK1 kinase activity | P53350 | recombinant PLK1 kinase, TR-FRET peptide phosphorylation | inhibition, % at 10 µM | 0.53% of 97,000 active;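 active means inhibition of 50% or more in the single-concentration screen; inactive means inhibition below 50%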;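 further: 0% = DMSO max control and 100% = H-89 dihydrochloride min control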
# PLK1 PBD inh: Plk1 (human) PBD binding inhibition; Plk1 PBD phosphopeptide binding, fluorescence polarization; inhibition, %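 (tested at about 20 µM)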; 0.13% of 97,000 active; AID 693; in the data active means inhibition above about 34%, passing the limit was not always enough
# Mac1 fbg enh: CD11b/CD18-fibrinogen binding enhancement | 0.07% of 93,000 active | K562 CD11b/CD18 adhesion to fibrinogen, ATPlite luminescence | activation, % at 10 µM;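 active means 10 µM primary screen giving 50% or more activity, confirmed by 40% or more on retest at that dose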; further: strong numbers were not always called active
# ERa SRC1 pot: ER-alpha (human) coactivator binding potentiation; P03372; TR-FRET ERalpha-LBD/SRC-Cy5 coactivator binding, 2 h; 100 = basal binding, no effect; coactivator binding (% of control), % at 25.6 µM; 1.3% of 86,000 active; AID 639; in the data active means activity above about 200%;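 further: binding measured in presence of low estradiol as agonist stimulus; 0% = peptide alone without receptor and 100% = receptor with peptide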
# FAK blocker: FAK (human) kinase inhibition; inhibition, %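 (tested at 7 µM)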; AID 727; biochemical FAK kinase activity assay; 0.84% of 97,000 active; Q05397; in the data active means inhibition above about 19%;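 further: 0% = DMSO and 100% = reference compound high control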
# ERb coact inh: ER-beta (human) coactivator binding inhibition | Q92731 | TR-FRET ER-beta LBD / SRC1-Cy5 peptide binding; receptor agonist-loaded with 1 µM estradiol | inhibition, % at 25.6 µM | 1.3% of 86,000 active | AID 633;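 active means compounds whose percent inhibition of the receptor-coactivator binding signal exceeds about 50% in the single-dose screen, limit read from the data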;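 further: 0% = receptor plus peptide wells without compound and 100% = peptide-only wells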
# An asterisk follows results filed as active; . = no result given; [ ] = dose if it differs, or a comment.
# Each structure is followed by: ERa coact inh	Rev-RRE block	CD11b adhes inh	PLK1 inh	PLK1 PBD inh	Mac1 fbg enh	ERa SRC1 pot	FAK blocker	ERb coact inh
> CCc1ccc(C2CC(c3ccc(F)cc3)Nc3nc(N)nn32)cc1 (stereo not drawn)
  -2.3	.	9.0	.	.	-6.5	122.0	.	-5.9
> COc1ccc(NC(=O)C2CC(=O)N(c3cccc(C)c3C)C2)cc1 (stereo not drawn)
  -7.0	3.3	-17.8	2.0	-11.7	-4.5	109.9	-4.0	-6.5
> CN(CCc1ccccn1)C(=O)c1nn2c(C(F)(F)F)cc(-c3ccco3)nc2c1Cl
  3.0	9.2	11.2	-6.4	-17.3	-1.0	111.3	-3.4	4.8
> COc1ccc(C)cc1NC(=O)c1ccc(N(C)S(C)(=O)=O)cc1
  -29.3	9.7	-10.8	-6.7	6.1	1.2	108.9	2.4	-1.1
> Cc1ccc(S(=O)(=O)NCC(=O)N2CCCCC2)cc1
  -1.9	7.7	-4.1	-8.2	39.9	-1.7	110.4	3.9	-0.5
> O=C(CN1C(=O)C2CCCCN2C(=O)c2ccccc21)N1CCCc2ccccc21 (stereo not drawn)
  -4.8	4.1	-21.7	-1.2	-13.5	-2.1	126.2[fluorescence artefact?]	-3.0	-15.5
> Cc1ccc(NC(=O)CSc2nc3c(c(=O)[nH]2)CCC3)cc1C
  -42.0[fluorescence artefact?]	10.6	0.6	-6.4	-7.3	-1.9	90.5	-6.1	-18.7
> CC(=O)NCc1nc2ccccc2n1C(C)C
  3.1	10.0	-16.0	-14.8	9.3	0.3	90.3	-0.3	1.7
> C=CCNc1nc2c(c(=O)[nH]c(=O)n2C)n1Cc1cccc(C)c1
  -4.0	7.0	.	0.1	32.4	.	136.5[fluorescence artefact?]	2.6	-10.3[fluorescence artefact?]
> CCOC(=O)c1c(C)c(-c2ccccc2)n(CC(=O)NCCC(C)C)c1C
  -1.1	-0.4	-9.1	-16.4	-9.5	7.1	174.6[fluorescence artefact?]	-6.4	-0.9[fluorescence artefact?]
> Cc1cccc(NCc2ccccc2O)n1
  0.9[fluorescence artefact?]	2.1	-3.0	1.5	-28.2	-3.6	147.6	4.3	-0.8[fluorescence artefact?]
> COc1ccc(C2NC(=O)NC(C)=C2C(C)=O)cc1 (stereo not drawn)
  24.1	12.1	.	-17.6	24.5	.	109.4	0.7	26.9
> Cc1ccc(C)c(NC(=O)CC(NCCCN2CCOCC2)C(=O)O)c1 (stereo not drawn)
  -2.6	12.8	.	-10.6	-6.6	.	112.9	0.1	-7.1
> Cc1ccc(N=Nc2c(N)n(-c3ccccc3)[nH]c2=O)cc1
  .	0.1	.	-12.7	-9.1	.	.	-0.8	.
> c1ccc(-c2ccc(CN3CCN(c4ncccn4)CC3)cc2)cc1
  -6.1	4.7	28.2	-5.2	34.1	-6.8	95.4	-9.7	-0.9

# The closing four records of the section before open the next one.
# Each structure is followed by: ERa coact inh	Rev-RRE block	CD11b adhes inh	PLK1 inh	PLK1 PBD inh	Mac1 fbg enh	ERa SRC1 pot	FAK blocker	ERb coact inh
> COc1ccc(C2NC(=O)NC(C)=C2C(C)=O)cc1 (stereo not drawn)
  24.1	12.1	.	-17.6	24.5	.	109.4	0.7	26.9
> Cc1ccc(C)c(NC(=O)CC(NCCCN2CCOCC2)C(=O)O)c1 (stereo not drawn)
  -2.6	12.8	.	-10.6	-6.6	.	112.9	0.1	-7.1
> Cc1ccc(N=Nc2c(N)n(-c3ccccc3)[nH]c2=O)cc1
  .	0.1	.	-12.7	-9.1	.	.	-0.8	.
> c1ccc(-c2ccc(CN3CCN(c4ncccn4)CC3)cc2)cc1
  -6.1	4.7	28.2	-5.2	34.1	-6.8	95.4	-9.7	-0.9
> c1ccc(Cn2nnc3c(N4CCN(Cc5ccc6c(c5)OCO6)CC4)ncnc32)cc1
  0.8	0.3	13.5	10.2	-19.7	1.5	95.0	0.3	-1.1
> Cc1cccc(N(C)C(=O)c2cc3cc4ccc(C)cc4nc3o2)c1
  -2.0	6.8	-21.6	6.8	-25.1	-1.0	88.6[fluorescence artefact?]	-6.4	-1.4
> COc1ccc(C(C)=O)cc1CSCCC#N
  8.9	-4.3	-3.4	-6.8	16.4	-5.1	81.5	0.6	5.4
> COC(=O)c1c(NC(=O)CSc2nnnn2-c2ccccc2)sc2c1CCC(C)C2 (stereo not drawn)
  -18.3	9.4	.	2.0	-11.7	.	98.8	-4.4	-17.2
> O=C1C=C(N(CCO)CCO)C2(CCCCC2)O1
  4.2[fluorescence artefact?]	8.4	-10.7	-5.0	-9.4	-3.0	101.0	-2.4	-1.3[fluorescence artefact?]
> CCOC(=O)N1CCC(NC2CCCCCCC2)CC1
  -1.8	8.5	22.4	-8.1	-7.7	-2.8	117.0	-3.0	-2.8
> CCCn1nc2cc(C(=O)NCc3ccc(OC(F)(F)F)cc3)ccc2c1OCC
  .	6.1	-11.8	-16.5	21.0	10.5	.	-0.2	.
> CCOC(=O)N1CCN(C(=O)CCn2c(=S)[nH]c3cc(OCC)c(OCC)cc3c2=O)CC1
  21.7[fluorescence artefact?]	2.7	-12.4	-9.4	9.7	2.7	89.0[fluorescence artefact?]	-3.2	12.3[fluorescence artefact?]
> Cc1ccc(C)c(NC(=O)Cn2nc(C)c3ccccc3c2=O)c1
  18.1[fluorescence artefact?]	.	-18.0	.	.	4.5	295.8*[fluorescence artefact?]	.	3.2[fluorescence artefact?]
> O=C1CCCC2=C1C(c1cn(-c3ccccc3)nc1-c1cccs1)c1c([nH]c(=O)[nH]c1=O)N2 (stereo not drawn)
  23.9	14.4	-12.3	-2.5	-1.4	27.6	114.2	8.0	19.9
> COC(=O)N/C(C)=C1/NC(=O)c2ccccc2C(c2ccccc2)N1 (stereo not drawn)
  5.0	.	-3.5	.	.	-2.9	82.6	.	2.5
> CCCCCc1nc(-c2nonc2N)no1
  .	2.6	.	-3.7	-10.6	.	.	0.4	.
> Cc1c(C(=O)c2no[n+]([O-])c2C(=O)c2cnn(C)c2C)cnn1C
  -0.1	-3.0	-12.7	-10.4	-8.3	-3.8	97.8[fluorescence artefact?]	-2.1	-16.0[fluorescence artefact?]
> CCCCCCC1CCC(c2nc(-c3ccncc3)no2)CC1 (stereo not drawn)
  -10.8	8.8	1.1	-5.6	-20.0	1.0	97.6	0.9	-1.7
> COc1ccc(C(CNC(=O)CCOc2ccccc2)N(C)C)cc1 (stereo not drawn)
  .	-4.2	8.0	-3.0	12.7	-3.8	.	-0.2	.
> C=CCn1c(-c2ccoc2)n[nH]c1=S
  -6.5[fluorescence artefact?]	14.8	.	-5.2	10.3	.	91.3	2.2	-10.1[fluorescence artefact?]
> O/N=C(\c1ccc2c(c1)OCCO2)C1CCCCC1
  -9.2	-1.1	-5.1	-5.3	4.7	1.5	107.2	1.1	-8.6
> CCC(c1nc2ccccc2c(=O)n1CCCn1ccnc1)N1C(=O)c2ccccc2C1=O (stereo not drawn)
  4.8	12.1	7.9	-10.2	-28.2	2.4	104.3	5.8	-1.8
> CCC(C)[C@H](N)c1nnc(SCC(=O)Nc2cccc(Cl)c2)o1 (stereo partly drawn)
  -7.3	2.3	-23.8	1.7	-43.2	-4.8	126.3	-9.5	-9.4
> Cc1ccc2cc(C)c3nnc(SCC(=O)NCc4ccco4)n3c2c1
  27.7	-0.3	-0.7	-0.4	16.1	10.2	93.4	1.5	21.2
> CC(C)CC(=O)NCc1ccc(F)cc1
  2.0	-0.3	.	-4.6	-13.6	.	99.5[fluorescence artefact?]	-11.6	-0.6
> CCOC(=O)c1oc2ccccc2c1NC(=O)c1ccc2c(c1)OCO2
  0.1	2.1	-9.0	-0.6	-2.2	-2.5	118.2	18.6	-5.2
> Cc1ccccc1CS(=O)(=O)CCC(=O)NCc1ccccn1
  -5.7	4.4	.	-17.9	14.3	.	109.5	0.9	8.0
> Cc1noc(C)c1S(=O)(=O)N1CCCC(C(=O)NCCc2ccccc2)C1 (stereo not drawn)
  7.6[fluorescence artefact?]	4.2	-5.9	-9.2	-3.8	-5.3	111.7	2.4	2.7[fluorescence artefact?]
> O=C(CSc1nnnn1C1CCCC1)NCc1ccc2c(c1)OCO2
  0.9	5.8	-28.3	-11.1	-18.8	-2.0	114.1	0.4	3.4
> Cc1ccccc1OCC(=O)N/N=C/c1cccn1C
  -0.9	-4.3	8.6	-7.0	-10.2	4.3	99.8[fluorescence artefact?]	-3.9	11.6
> Cc1nn2c(c1-c1ccccc1)NC1=C(C(=O)CCC1)C2c1ccccc1 (stereo not drawn)
  -10.4	6.3	.	-15.4	-14.5	.	99.1	24.6*	-16.3
> Clc1ccccc1C(c1nnnn1Cc1ccco1)N1CCN(Cc2ccco2)CC1 (stereo not drawn)
  3.7	3.5	2.0	-8.0	-6.4	-2.2	115.0	-1.4	-1.9
> Cn1c(=O)c2c(nc(CN3CCc4ccccc4C3)n2CC(=O)c2ccccc2)n(C)c1=O
  2.8	-0.7	.	-24.0	-17.4	.	124.3[fluorescence artefact?]	-6.0	3.3
> CCCCN(CC)CCNC(=O)Cn1cnc2sc(C)c(S(=O)(=O)N3CCOCC3)c2c1=O
  12.3[fluorescence artefact?]	-2.1	.	4.0	-20.8	.	77.8	-2.4	16.5[fluorescence artefact?]

# Structures from the list above with a CF3 group, in the order listed:
# Each structure is followed by: ERa coact inh	Rev-RRE block	CD11b adhes inh	PLK1 inh	PLK1 PBD inh	Mac1 fbg enh	ERa SRC1 pot	FAK blocker	ERb coact inh
> CN(CCc1ccccn1)C(=O)c1nn2c(C(F)(F)F)cc(-c3ccco3)nc2c1Cl
  3.0	9.2	11.2	-6.4	-17.3	-1.0	111.3	-3.4	4.8
> CCCn1nc2cc(C(=O)NCc3ccc(OC(F)(F)F)cc3)ccc2c1OCC
  .	6.1	-11.8	-16.5	21.0	10.5	.	-0.2	.

# (more compounds)
# Each structure is followed by: ERa coact inh	Rev-RRE block	CD11b adhes inh	PLK1 inh	PLK1 PBD inh	Mac1 fbg enh	ERa SRC1 pot	FAK blocker	ERb coact inh
> Cc1ccccc1C(=O)N1CCC(C(=O)Nc2ccc(S(=O)(=O)N3CCCC3)cc2)CC1
  0.6	10.4	-2.6	-11.4	-6.5	3.9	120.6	4.4	-2.9
> Cc1ccc(Nc2ccc(C(=O)N3CCCC3)cn2)c(C)c1
  .	3.2	-3.0	-7.2	-15.4	2.5	.	1.2	.
> CN(CCCNC(=O)C1CCN(S(=O)(=O)c2cccc3nsnc23)CC1)Cc1ccccc1
  -3.7	6.6	.	1.7	-18.9	.	133.4[fluorescence artefact?]	3.0	-0.6
> CCC(C)(C(=O)NC1CCCC1)N(Cc1ccco1)C(=O)c1ccc2c(c1)OCO2 (stereo not drawn)
  -0.2	-2.2	.	-8.4	11.6	.	113.5[fluorescence artefact?]	-4.1	-4.9
> CCOC(=O)CCNC(=O)Nc1ccc2nc(C)n(Cc3ccccc3Cl)c(=O)c2c1
  7.2[fluorescence artefact?]	8.6	-6.6	-2.1	-0.6	0.1	94.4	5.3	0.7[fluorescence artefact?]
> O=[N+]([O-])c1cc(S(=O)(=O)C(F)(F)F)ccc1Sc1nc2ccccc2s1
  .	17.8	.	-4.0	22.3	.	.	10.8	.
> CC1CCCCC1NC(=O)COc1ccc(-n2cnnn2)cc1 (stereo not drawn)
  4.3	-1.2	-23.1	-10.9	10.9	-2.4	110.6	-0.4	1.3
> O=S(=O)(NCCc1csc(-c2cccnc2)n1)c1ccc2c(c1)OCCO2
  -3.8	0.7	-25.7	-8.4	-14.9	1.2	116.3	5.7	-6.8
> Cc1ccc(S(=O)(=O)Nc2ccc3nc(C)sc3c2)cc1
  -0.2	8.1	46.8	-9.7	30.9	-7.6	91.7	-9.7	0.5

# Compounds were not picked by outcome; about 4.7% have a hit in one of these screens.
